Salmonella PhoP GFP: PhoP regulon inhibitors, Salmonella typhi PhoP promoter GFP reporter, confirmatory (AID 1850); Salmonella Typhi PhoP-promoter GFP reporter, fluorescence, 4 h; higher % means a stronger effect; one-dose inhibition, % at 50 µM; IC50 in µM for titrated hits; hit rate 0.33% among 310,000; in the data active means a potency from the dose series; inconclusive means inhibition mostly from about 25% at the one dose, without a potency; inactive means the rest, 99 in 100 with inhibition below about 19%;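 further: 0% = induced wells with vehicle and 100% = uninduced wells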
influenza NS1A: NS1A inhibition, H1N1 influenza, cell based functional assay (AID 504329); hit rate 0.3% among 340,000; inhibition, % at 12.5 µM, or IC50 in µM where a hit was titrated; NS1A functional cell-based assay, percent inhibition; higher % means a stronger effect; in the data active means a potency from the dose series; inconclusive means inhibition above about 27% without an active follow-up result; further: strong numbers were not always called active
tuberculosis growth: growth inhibition of non-replicating M. tuberculosis (AID 488890); one-dose inhibition, % at 25 µM; IC50 in µM for titrated hits; Mycobacterium tuberculosis non-replicating, growth inhibition; higher % means a stronger effect; hit rate 0.39% among 320,000; in the data active means a potency from the dose series; inconclusive means inhibition mostly from about 82% at the one dose, without a potency; inactive means the rest, 99 in 100 with inhibition below about 76%;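 further: plate controls were DMSO cells for no effect and high antibiotic wells for full effect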
M. tuberculosis HTS: M. tuberculosis growth inhibition, HTS (AID 449762); hit rate 0.59% among 330,000; inhibition, % at 25 µM; hits with a dose series show IC50 in µM; M. tuberculosis H37Rv growth inhibition, 7H9 media; higher % means a stronger effect; in the data active means a potency from the dose series; inconclusive means inhibition above about 70% without an active follow-up result;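 further: bacterial growth assessed after seven days of incubation; strong numbers were not always called active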
inhibitors of VEEV: inhibitors of VEEV TC-83 cytopathic effect, confirmation, Vero cells (AID 588727); Vero cells, VEEV TC-83 cytopathic effect inhibition; higher % means a stronger effect; inhibition, % at 20 µM, or IC50 in µM where a hit was titrated; hit rate 0.13% among 350,000; in the data active means a potency from the dose series; inconclusive means inhibition mostly from about 14% at the one dose, without a potency; inactive means the rest, 99 in 100 with inhibition below about 12%; further: strong numbers were not always called active
inhibitors of VEEV 10K pilot screen: recorded beside inhibitors of VEEV, whose call it bears; inhibition, %; measured here: 10K pilot screen inhibition
Active calls of the source: *; i = inactive; ? = inconclusive; . = not tested or not shown.

SMILES	Salmonella PhoP GFP	influenza NS1A	tuberculosis growth	M. tuberculosis HTS	inhibitors of VEEV	others
CC(=O)C1=C(C)NC(=S)NC1c1cccc([N+](=O)[O-])c1 (configuration not stated)	-13%	6%	17%	6%	1.7%
CC(NC(=O)OCc1ccccc1)C(=O)OCN1C(=O)c2ccccc2C1=O (configuration not stated)	-6%	-1%	-5%	-6%	i
O=S(=O)(N/N=C\c1cn(-c2ccccc2)nc1-c1ccccc1)c1ccccc1	-9%	-2%	-15%	-3%	1.7%
Cc1cc(CC(=O)O)c2oc(-c3ccoc3)cc(=O)c2c1	-11%	.	-5%	1%	0.9%
O=C(COc1cccc(Br)c1)N/N=C1\CCCc2ccccc21	1%	-8%	0%	-5%	i
CSC1=N/C(=C\c2cccnc2)C(=O)N1c1ccccc1	2%	-6%	15%	2%	3.2%
Cc1ccc(OC(C)C(=O)N(C)c2ccccc2)c([N+](=O)[O-])n1 (configuration not stated)	.	-7%	-15%	-7%	0.3%
COc1ccc(-c2[nH]ncc2/C=C(\C#N)C(=O)NC2CC2)cc1	-10%	-2%	-2%	-2%	4.0%
COc1ccc(Cn2nnnc2C(c2cccs2)N2CCSCC2)cc1 (configuration not stated)	-4%	2%	-1%	0%	i
COc1ccc(CN2CCN(C(=O)CC(C)C)CC2)c2ccccc12	9%	1%	5%	2%	i
COCCCn1c(=O)c2sccc2n2c(CCCC(=O)NCC3CCCO3)nnc12 (configuration not stated)	-3%	-8%	-11%	0%	1.1%
CCOC(=O)c1nnn(CC(=O)NC(=O)Nc2cccc(CC)c2)c1C(=O)OCC	-1%	9%	16%	-12%	1.1%
C#CCOC(=O)c1cc(Cl)c(=O)n(Cc2ccc(Cl)cc2Cl)c1	-3%	-34%	5%	8%	2.5%
CC1(C)CC(NC(=O)C2CCC(=O)N(Cc3ccccc3F)C2)CC(C)(C)C1 (configuration not stated)	.	-2%	.	.	5.4%
CN1C(=O)N(C)C(NC(=O)Nc2ccccc2)C1NC(=O)Nc1ccccc1 (configuration not stated)	-5%	-2%	16%	-3%	5.4%
CCC(C)NC(=O)C(NS(=O)(=O)c1cccc2nsnc12)c1ccccc1 (configuration not stated)	-6%	-1%	3%	-2%	i
CC(C)OC(=O)/C(C#N)=C/c1ccc(-c2ccc(SC(F)F)cc2)o1	-2%	-8%	?	5.3µM*	2.3%
CCN(CC(=O)Nc1ccccc1OC)C(=O)c1ccccc1Sc1ccccc1C#N	.	-13%	38%	0%	11%
Cc1c(C(=O)Nc2ccncc2)oc2ccccc12	-5%	-5%	24%	-17%	2.1%
Brc1c(CSc2nncn2-c2ccccc2)nc2sccn12	2%	-1%	11%	0%	i
CCCC(=O)Nc1ccc(C(=O)NNC(=S)NC(=O)c2cccs2)cc1	10%	7%	-7%	?	1.9%
Cc1cccc(NC(=S)NC2CCCC2)c1	-2%	-8%	?	4%	1.8%
C=CCn1c(SCC(=O)N2CC(=O)Nc3ccccc32)nc2scc(-c3ccccc3)c2c1=O	10%	12%	27%	-3%	4.7%
CC(=O)NS(=O)(=O)c1ccc(NC(=O)c2cccc3ccccc23)cc1	-4%	-3%	-7%	5%	i
Cc1ccc(S(=O)(=O)N2CCN(S(=O)(=O)c3ccccc3)C2)cc1	.	-6%	.	.	3.7%
COc1cc(/C=N/N2CCOCC2)ccc1OCc1ccccc1	-1%	15%	-5%	67%	2.0%
Cc1c(C(=O)Nc2ccccc2)sc2nc[nH]c(=O)c12	-3%	-9%	22%	7%	2.2%
O=C(CSc1nc2ccccc2n1CC(=O)N1CCOCC1)N1CCCC1	-10%	3%	9%	0%	4.4%
CC(C)CC(=O)Nc1ccc(-c2cn3ccsc3n2)cc1	-6%	10%	-6%	1%	8.1%
CC(CN1CCCC1)OC(=O)COc1ccccc1 (configuration not stated)	4%	-1%	-21%	-13%	0.3%
CCOC(=O)C(NC(=O)NCc1ccc(OC)cc1)(OCC)C(F)(F)F (configuration not stated)	-8%	-2%	5%	-5%	2.0%
Cc1ccc(NC(=O)C[n+]2ccn(C3=C([O-])c4ccccc4C3=O)c2)cc1	-3%	7%	2%	-2%	i
CC1(N2CCOCC2)C(=O)c2ccccc2C1=O	-12%	6%	-6%	-4%	i
C/C(Cc1ccccc1)=N\NC(=O)c1ccccn1	2%	-7%	73%	?	1.6%
O=[N+]([O-])c1cccnc1N1CCN(Cc2ccc3c(c2)OCO3)CC1	-3%	7%	0%	6%	0.6%
O=C1C(=O)N(CCCN2CCOCC2)C(c2ccc(Cl)cc2)/C1=C(/O)c1ccc(F)cc1 (configuration not stated)	3%	-5%	0%	1%	1.0%
O=C(NCC1CCCO1)c1cccc(F)c1 (configuration not stated)	-5%	-5%	6%	-3%	i
CC(C)CCCN1C(Nc2ccccc2)=NC[C@@H]1C	-5%	-4%	4%	-4%	0.3%
c1ccc(C2=Nn3c(nnc3-c3n[nH]c4c3CCC4)SC2)cc1	-10%	0%	20%	4%	6.4%
c1ccc2nc(-c3nc4ccccc4[nH]3)ccc2c1	-16%	-1%	57%	65%	3.6%
Cc1ccc(NC(=O)C2CCCCC2)cc1C	-4%	5%	50%	14%	1.4%
CSc1nc2ncc(-c3ccsc3)c(N)n2n1	4%	-4%	-14%	-4%	2.6%
CCCCCCSc1cc(-c2nc3cnccn3c2NCc2ccccc2)ccc1OC	6%	4%	7%	27%	7.3%
COc1ccc(CCN=C(N)NS(=O)(=O)c2cc(F)ccc2OC)cc1	-5%	-6%	6%	-12%	2.1%
COc1cc(C(=O)N2C[C@@H]3CCC[C@H]2C3)ccc1OC1CCN(C(C)=O)CC1	-1%	2%	4%	-7%	1.1%
N#C/C(=C(\O)CCl)c1nnc2n1CCCCC2	-14%	-7%	40%	-1%	6.6%
Cc1ccnc2nc(C(=O)OCC(=O)N(CC(C)C)CC(C)C)nn12	9%	1%	-11%	-8%	1.4%
CCCN1C(=O)c2cc(C(=O)Nc3cccc(C(C)=O)c3)ccc2C1Nc1cccc(C(C)=O)c1 (configuration not stated)	-2%	-4%	-2%	-2%	7.1%
O=C(N/N=C/c1c(O)n(-c2ccc(Cl)cn2)c(=O)c2ccccc12)c1ccncc1	-2%	-1%	-8%	4%	6.0%
NC(=Nc1ccccc1)N(c1ccccc1)c1ccccc1	.	1%	.	.	0.1%

(more compounds)
SMILES	Salmonella PhoP GFP	influenza NS1A	tuberculosis growth	M. tuberculosis HTS	inhibitors of VEEV	others
Cc1cc(C)c(OCCCON2C(=O)CCC2=O)c(Br)c1	-5%	2%	-14%	-2%	0.5%
O=C(Cc1ccc(Cl)cc1)Nc1ccc(Br)cn1	7%	-10%	36%	3%	0.6%
COc1cc(CC(=O)OCC(=O)NC(C)c2ccccc2)cc(OC)c1OC (configuration not stated)	.	5%	21%	0%	i
Cn1c(NCCO)nc2c(c1=O)C1(CCCCC1)Cc1ccccc1-2	.	29%	.	3%	1.5%
Nc1c(N(CCC2=CCCCC2)C(=O)COc2ccc(F)cc2Cl)c(=O)[nH]c(=O)n1Cc1ccccc1	.	-9%	.	.	6.6%
Cc1nnc(SCC(=O)NCc2ccco2)n1-c1ccccc1	1%	1%	-6%	-6%	0.5%
CC(C)N(C(=O)CN(C#N)c1nc(N(C)C)nc(N(C)C)n1)c1ccccc1	10%	-10%	6%	4%	0.8%
COc1ccccc1CNC(=O)C1CCN(S(=O)(=O)c2ccc3c(c2)CC(C)N3C(C)=O)CC1 (configuration not stated)	2%	3%	-4%	-10%	0.3%
Cc1nn(CC(=O)NCCCN2CCCCC2)c(=O)c2cc(-c3ccccc3)nn12	5%	1%	-2%	-4%	2.9%
COc1ccc2cc(C(=O)C3CCCN(C(=O)CCc4cnn(C)c4)C3)ccc2c1 (configuration not stated)	-4%	3%	16%	-6%	3.2%

Compounds above containing a thiophene ring, fused or not (six):
SMILES	Salmonella PhoP GFP	influenza NS1A	tuberculosis growth	M. tuberculosis HTS	inhibitors of VEEV	others
COc1ccc(Cn2nnnc2C(c2cccs2)N2CCSCC2)cc1 (configuration not stated)	-4%	2%	-1%	0%	i
COCCCn1c(=O)c2sccc2n2c(CCCC(=O)NCC3CCCO3)nnc12 (configuration not stated)	-3%	-8%	-11%	0%	1.1%
CCCC(=O)Nc1ccc(C(=O)NNC(=S)NC(=O)c2cccs2)cc1	10%	7%	-7%	?	1.9%
C=CCn1c(SCC(=O)N2CC(=O)Nc3ccccc32)nc2scc(-c3ccccc3)c2c1=O	10%	12%	27%	-3%	4.7%
Cc1c(C(=O)Nc2ccccc2)sc2nc[nH]c(=O)c12	-3%	-9%	22%	7%	2.2%
CSc1nc2ncc(-c3ccsc3)c(N)n2n1	4%	-4%	-14%	-4%	2.6%

(cont.)
SMILES	Salmonella PhoP GFP	influenza NS1A	tuberculosis growth	M. tuberculosis HTS	inhibitors of VEEV	others
COc1ccc(Nc2nc(-c3ccccc3)c(C(=O)Nc3cccnc3)s2)cc1	-10%	-13%	17%	7%	4.9%
CN(C)C1=NCCN1CCCC1CCCC1	10%	-9%	4%	-2%	0.2%
O=S1(=O)N=C(Nc2ccc(N3CCOCC3)cc2)c2ccccc21	4%	8%	5%	2%	5.0%
CCN(CC)C(=S)NC(=O)c1ccc(Cl)cc1Cl	-6%	-14%	44%	?	1.2%
O=C(COc1ccc(F)cc1)Nc1ccccc1N1CCOCC1	5%	-8%	-6%	7%	5.6%
COc1ccc(C(=O)C/C(=C\C(=O)c2ccc(C)cc2)c2ccccc2)cc1	-3%	-1%	3%	5%	3.2%
O=C(Nc1cccc(Cl)c1)c1ccccc1NC(=O)C1CCCCC1C(=O)O (configuration not stated)	-6%	-6%	23%	11%	0.3%
Cc1ccc(-c2noc(-c3ccccc3C(=O)N3CCOCC3)n2)cc1	-9%	26%	10%	-9%	5.4%
CCS(=O)(=O)c1ccc(C(=O)Nc2ccccc2)c(Cl)c1Cl	3%	-2%	-6%	-5%	1.4%
CCN(CC)S(=O)(=O)c1ccc(NC2c3ncccc3C(=O)N2Cc2ccccc2)cc1 (configuration not stated)	-1%	7%	29%	-3%	0.7%

6 structures already listed, arranged by length of the SMILES, highest first.
SMILES	Salmonella PhoP GFP	influenza NS1A	tuberculosis growth	M. tuberculosis HTS	inhibitors of VEEV	others
CCN(CC)S(=O)(=O)c1ccc(NC2c3ncccc3C(=O)N2Cc2ccccc2)cc1 (configuration not stated)	-1%	7%	29%	-3%	0.7%
COc1ccc(Nc2nc(-c3ccccc3)c(C(=O)Nc3cccnc3)s2)cc1	-10%	-13%	17%	7%	4.9%
Cc1ccc(-c2noc(-c3ccccc3C(=O)N3CCOCC3)n2)cc1	-9%	26%	10%	-9%	5.4%
CCS(=O)(=O)c1ccc(C(=O)Nc2ccccc2)c(Cl)c1Cl	3%	-2%	-6%	-5%	1.4%
O=C(COc1ccc(F)cc1)Nc1ccccc1N1CCOCC1	5%	-8%	-6%	7%	5.6%
CCN(CC)C(=S)NC(=O)c1ccc(Cl)cc1Cl	-6%	-14%	44%	?	1.2%

The results go on.
SMILES	Salmonella PhoP GFP	influenza NS1A	tuberculosis growth	M. tuberculosis HTS	inhibitors of VEEV	others
Cc1ccc(-c2nnc(SCCC(=O)N3CCOCC3)o2)cc1	7%	8%	?	?	i
CCN(C(=O)CSc1ncnc2sccc12)c1c(N)n(Cc2ccccc2)c(=O)[nH]c1=O	.	-13%	27%	-14%	i
O=C(CN1CCC(NC(=O)c2cccc(F)c2)CC1)NCc1ccccc1F	5%	6%	3%	-1%	0.9%
Cc1c(C(N)=O)c(N)c(C(=O)c2ccccc2)n1-c1ccccc1	-1%	-21%	-5%	-8%	i
CC1(c2cccs2)CC(c2cccs2)=C(C#N)C(=O)N1 (configuration not stated)	7%	8%	20%	-7%	0.2%
CN(c1ccc(C(=O)Nc2ccc(S(=O)(=O)N3CCCC3)cc2)cc1)S(C)(=O)=O	5%	.	-13%	-3%	2.1%
CCC(C)C(NC(=O)C1CCC(C)CC1)C(=O)Nc1cc(OC)ccc1OC (configuration not stated)	9%	4%	6%	-3%	1.7%	inhibitors of VEEV 10K pilot screen=0.5
COc1ccc(/C=C(/NC(=O)c2ccccc2)C(=O)NCc2ccncc2)cc1	-17%	11%	-2%	13%	0.8%
C/C(=N\NC(=O)CSc1nnc(C)s1)c1ccc(O)cc1	0%	-9%	-5%	-2%	1.4%

Rows were taken by chance. About 1.4% of those tested had a hit in this group.
